Bioassay records from PubChem BioAssay.
M. tuberculosis GlmU: inhibition of mycobacterial GlmU enzyme – biochemical, glucosamine-1-phosphate acetyltransferase (AID 1376); M. tuberculosis GlmU acetyltransferase enzyme assay; higher % means a stronger effect; 220,000 compounds, 0.25% hits; one-dose inhibition, %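 (tested at 30 µM in the primary screen)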; IC50 in µM for titrated hits; in the data active = inhibition above about 13%; inconclusive = no clear call, values can overlap the other calls;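 also: 0% = complete reaction with vehicle and 100% = reaction without substrate; strong numbers were not always called active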
RmlCD inh 1536: blocks M. tuberculosis RmlC and RmlD coupled enzymes; P9WH09+P9WH11; RmlC+RmlD coupled enzyme assay, percent inhibition; primary screen in compound mixtures; inhibition, % at 3.6 µM; 160,000 compounds, 0.03% hits; in the data active = inhibition mostly above about 34%, no sharp cut-off; inconclusive = no clear call, values can overlap the other calls; inactive = mostly below about 22%; also: some results filed as inactive read as strong as hits
Target sequence (P9WH09 whole entry, looked up): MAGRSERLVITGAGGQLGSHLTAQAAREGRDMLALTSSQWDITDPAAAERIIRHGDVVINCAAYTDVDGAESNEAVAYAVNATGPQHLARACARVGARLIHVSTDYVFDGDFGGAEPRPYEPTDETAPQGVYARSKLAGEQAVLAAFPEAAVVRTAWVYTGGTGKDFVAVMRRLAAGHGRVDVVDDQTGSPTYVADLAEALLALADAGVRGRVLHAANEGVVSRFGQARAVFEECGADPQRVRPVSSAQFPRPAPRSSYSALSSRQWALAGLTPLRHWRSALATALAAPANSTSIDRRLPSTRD
Target sequence (P9WH11 whole entry, looked up): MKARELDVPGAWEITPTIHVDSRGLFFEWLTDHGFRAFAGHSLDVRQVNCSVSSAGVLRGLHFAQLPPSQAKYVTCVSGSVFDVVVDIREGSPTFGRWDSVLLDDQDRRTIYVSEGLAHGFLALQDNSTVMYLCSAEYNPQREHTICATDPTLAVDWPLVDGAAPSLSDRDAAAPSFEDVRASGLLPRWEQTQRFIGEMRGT
* hit, by the source's call; ? = inconclusive; . = no result given. This is a subset (hit frequency here may not be typical).

Below each SMILES – M. tuberculosis GlmU	RmlCD inh 1536
1) Cc1ccc(SCCC(=O)N/N=C/c2ccncc2)cc1
→ 1.6%	6
2) O=c1[nH]c2ccccc2c(=O)n1Cc1ccccc1
→ -1.7%	5
3) O=C(O)c1sccc1S(=O)(=O)c1ccccc1
→ 0.5%	3
4) CCOC(=O)N/N=C/c1cn(CCCOc2ccccc2)c2ccccc12
→ 3.7%	14
5) Cc1cccc(-n2c(SCC(=O)N3CC(=O)Nc4ccccc43)nc3ccccc3c2=O)c1C
→ -7.0%	6
6) O=C(CSCc1c(F)cccc1Cl)NCc1ccncc1
→ -9.3%	3
7) CN1CCN(c2ccccc2NC(=O)Cc2ccc(Cl)cc2)CC1
→ -7.8%	-3
8) COc1ccc(C2c3ccc(O)cc3Oc3ncn(Cc4ccco4)c(=N)c32)cc1OC (stereo unspecified)
→ -2.9%	-6
9) Cc1cc2ncn(C3CC(=O)N(Cc4ccc(N5CCCC5=O)cc4)C3=O)c2cc1C (stereo unspecified)
→ 2.0%	.
10) CCCCCn1c(N)c(C#N)c2nc3ccccc3nc21
→ 7.7%	4
11) O=C(NCc1ccccc1)C1(C(F)(F)F)C/C(=C/CCO)CCCO1 (stereo unspecified)
→ -2.3%	.
12) COc1nc(C)nc(NC(=O)NS(=O)(=O)c2ccc(C)cc2)n1
→ -1.7%	.
13) CC(C(=O)NCc1ccc2c(c1)OCO2)N1c2cccc3cccc(c23)S1(=O)=O (stereo unspecified)
→ 23%	99
14) CC(=O)Nc1ccccc1NC(=O)C/C(C)=N/NC(=O)C(=O)Nc1cccc(Cl)c1C
→ 0.2%	12
15) CC(C)CNS(=O)(=O)c1ccc(OCC(=O)NCC2CCCO2)c(Cl)c1 (stereo unspecified)
→ 3.9%	.
16) Cn1ccnc1SCC(=O)NC1CC1
→ -6.6%	11
17) COC(=O)/C(=C\Nc1ccc(Cl)cc1Cl)NC(=O)c1ccc(OC)cc1
→ 2.6%	-5
18) NS(=O)(=O)c1ccc(CNC(=O)C23CC4CC(CC(C4)C2)C3)cc1
→ 4.5%	.
19) CNC(=O)c1sccc1SCc1c(Cl)cccc1Cl
→ 1.2%	2
20) O=C(Nc1ccccc1)OCCCc1ccccc1
→ 2.7%	0
21) CCc1ccc2c(c1)C1(SC(NC(C)=O)=NN1C(C)=O)C(=O)N2CC (stereo unspecified)
→ 2.5%	8
22) CC1CCc2c(C(=O)NCC3CCCO3)csc2C1 (stereo unspecified)
→ -7.2%	.
23) NC(=NC(=O)c1ccccc1)N1CCOCC1
→ 2.1%	.
24) COc1ccc(NC(=O)c2[nH]c(C)c(C(C)=O)c2C)cc1
→ -0.2%	7
25) CCC(=O)NNc1nc2c(F)cccc2s1
→ 6.7%	-4
26) CCOP(=O)(OCC)C(NC(=O)Nc1cccc(Cl)c1)c1ccccc1 (stereo unspecified)
→ 1.3%	.
27) Cc1ccc(-c2ccc(=O)n(CC(=O)N3CCC4(CC3)OCCO4)n2)cc1
→ 0.9%	6
28) O=C(Nc1ccccc1C(F)(F)F)c1ccc(F)c(S(=O)(=O)N2CCOCC2)c1
→ -7.5%	10
29) Cc1cc(C)c(S(=O)(=O)Nn2cnnc2)c(C)c1
→ -3.7%	7
30) COc1ccc2ccccc2c1CNC(=O)CC1C(=O)NCCN1CC(C)C (stereo unspecified)
→ -0.6%	.
31) COc1cccc(C(=O)Nc2cccc(-c3nnc(-c4ccccc4)o3)c2)c1
→ 0.6%	.
32) Cc1cc([N+](=O)[O-])nn1CC(=O)Nc1ccccn1
→ -3.1%	17
33) CCCCN(C)C1CCN(C(=S)Nc2cccc(SC)c2)CC1
→ -4.3%	8
34) CC1=C(C)C(=O)C(N2CCOCC2)=CC1=O
→ -4.2%	4
35) N#Cc1nc(-c2ccc(Cl)cc2)oc1N1CCCCC1
→ -2.2%	8
36) CCOC(=O)N1CCC(NC(=O)c2ccc3c(c2)N(Cc2ccc(C)cc2)CCS3)CC1
→ -1.2%	9
37) CCOC(=O)CNC(=O)C1CCCN(c2ncccn2)C1 (stereo unspecified)
→ 2.8%	12
38) C=CCN1C2CCCC1CC(NC(=S)Nc1ccc(Cl)cc1)C2 (stereo unspecified)
→ -2.5%	.
39) COc1ccc(OCCCSc2ncccn2)cc1
→ 2.4%	.
40) Nc1nonc1/C(=N/O)N1CCCC1
→ 3.1%	.

The closing three records of the part above are carried over, then new ones follow:
Below each SMILES – M. tuberculosis GlmU	RmlCD inh 1536
38) C=CCN1C2CCCC1CC(NC(=S)Nc1ccc(Cl)cc1)C2 (stereo unspecified)
→ -2.5%	.
39) COc1ccc(OCCCSc2ncccn2)cc1
→ 2.4%	.
40) Nc1nonc1/C(=N/O)N1CCCC1
→ 3.1%	.
41) C/C=C/c1ccc(OCCCCNCc2ccco2)c(OC)c1
→ -9.5%	-9
42) Cc1[nH]c2c(C(=O)N3CCCC(CCC(=O)NCc4ccccc4F)C3)cccc2c1C (stereo unspecified)
→ -5.2%	13
43) COc1ccc(-c2coc3cc(OC(=O)N4CCOCC4)ccc3c2=O)cc1
→ 3.3%	16
44) O=C(COC(=O)c1cccc(S(=O)(=O)NCc2ccccc2)c1)NCC1CCCO1 (stereo unspecified)
→ 1.4%	?
45) Cc1ccc(-c2nc(N)sc2C)cc1
→ 0.8%	11
46) COc1ccc(N2C(=O)C(Cl)=C(Nc3ccccc3O)C2=O)cc1
→ 54µM*	.
47) COCCn1c(C)cc(C(=O)COC(=O)c2c(C)nn(Cc3ccccc3)c2C)c1C
→ 6.0%	7
48) COc1ccccc1C(=O)NNC(=O)c1ccc(NC(=O)C(C)C)cc1
→ -0.2%	9
49) COc1ccc(Nc2nnc(SCC(=O)Nc3cc(C)on3)s2)cc1
→ 2.8%	.
50) Nc1nc(CN2CCN(Cc3ccccc3)CC2)nc(Nc2ccc3c(c2)OCCO3)n1
→ -5.6%	-1
51) O=C(c1ccc(Cl)s1)N1CCCC1
→ 0.9%	.
52) O=c1c(Cl)c(NS(=O)(=O)c2ccccc2)cnn1-c1ccccc1
→ 3.4%	5
53) O=C1C2C(c3ccccc3)=NN(c3ccccc3)C2C(=O)N1c1ccccc1 (stereo unspecified)
→ 0.9%	-4
54) O=C(NC1CCCCCC1)c1ccccc1-c1ccccc1
→ 7.9%	-4
55) COCCNC(=O)c1ccc(-n2c(SCc3cccnc3)nc3ccccc3c2=O)cc1
→ 4.3%	-11
56) Cc1cc(C=NCCO)c(C)n1-c1cc(Cl)ccc1Cl
→ 4.6%	-13
57) COC(=O)C1C(=O)/C(=C(/C)N2CCCC2)C(=O)CC1(C)C (stereo unspecified)
→ -7.2%	.
58) O=C(Cn1c(SCC(=O)N2CCc3ccccc32)nc2ccccc21)NC1CCCC1
→ -3.9%	.
59) CCOc1ccc(NC(=O)C2C3CCC4C(CCC32)C4(Cl)Cl)cc1 (stereo unspecified)
→ 0.3%	.
60) CCn1c(C)nc2cc(C(N)=O)ccc21
→ 0.4%	-4
61) CCN1CCN(CC(=O)N2CCCC(C(=O)c3ccc(Oc4ccccc4)cc3)C2)CC1 (stereo unspecified)
→ -0.3%	4
62) CCCc1cc(=O)[nH]c(SCC(=O)N2CCC(C(=O)OCC)CC2)n1
→ -3.5%	8
63) Cc1c(-n2c(SCC(=O)C(C)(C)C)nc3ccccc3c2=O)c(=O)n(-c2ccccc2)n1C
→ 3.7%	4
64) Cc1cc(NC(=O)C2CCCC2)n(-c2nc3ccccc3[nH]2)n1
→ 6.0%	.
65) O=C(CCS(=O)CCC(=O)NCc1ccccc1)NCc1ccccc1
→ 3.1%	6
66) N/C(Cc1cccs1)=N\OC(=O)COc1ccc(Br)cc1Cl
→ 1.4%	.
67) CC(=O)N1CC=C2C(C#N)=C(N)C(C#N)(C#N)[C@H](c3ccoc3)[C@H]2C1
→ 1.7%	40
68) COc1ccc(OCC(O)CN2CCN(Cc3ccc4c(c3)OCO4)CC2)cc1 (stereo unspecified)
→ 1.3%	-7
69) CCN(CC)CCOC(=O)C1(C2CCCCC2)CCCCC1
→ -7.0%	.
70) Cn1c(COc2ccc3ccccc3c2)nnc1SCC(=O)O
→ 0.4%	7
71) COc1ccc(NC(=O)CCC(=O)Nc2nnc(C(F)(F)F)s2)c(OC)c1
→ 0.8%	-4
72) Cc1ccc(-c2nc3sc4c(c3c(=O)n2N)CCCC4)cc1
→ 6.7%	.
73) Cc1occc1-c1n[nH]c(=S)n1CC(C)C
→ 2.3%	.
74) O=C1/C(=C\c2cccnc2)SC(=S)N1C1CCS(=O)(=O)C1 (stereo unspecified)
→ -2.0%	11
75) O=C(NNc1ncnc2sccc12)c1ccc(Cl)cc1
→ 1.6%	3
76) CN(C)Cc1cc(C(C)(C)C)cc(C(C)(C)C)c1O
→ 2.4%	.
77) Cc1c(CC(=O)O)c(=O)oc2cc3oc4c(c3cc12)CCCC4
→ 0.0%	-1
78) CC(=O)Nc1ccccc1OCC(=O)NCCc1ccc(Cl)cc1Cl
→ -0.4%	-7
79) O=S(=O)(NCC(c1cccnc1)N1CCN(c2ccc(F)cc2)CC1)c1ccc(F)cc1 (stereo unspecified)
→ 1.4%	.
80) O=C(Cn1nc(Cl)nc1Cl)Nc1ccccc1
→ 7.4%	.

Random excerpt: 2 entries already listed.
Below each SMILES – M. tuberculosis GlmU	RmlCD inh 1536
61) CCN1CCN(CC(=O)N2CCCC(C(=O)c3ccc(Oc4ccccc4)cc3)C2)CC1 (stereo unspecified)
→ -0.3%	4
62) CCCc1cc(=O)[nH]c(SCC(=O)N2CCC(C(=O)OCC)CC2)n1
→ -3.5%	8

(cont.)
Below each SMILES – M. tuberculosis GlmU	RmlCD inh 1536
81) Cc1ccc2nc(SCn3nnc4ccccc4c3=O)[nH]c2c1
→ 1.1%	8
82) O=C(Cn1nnc(-c2cccs2)n1)NCc1ccco1
→ -7.6%	9
83) Cc1ccc(C(=O)Nc2ccc3c(c2)OCO3)cc1NC(=O)c1ccco1
→ -0.1%	-1
84) O=C1/C(=C\c2ccsc2)N2CCC1CC2
→ 2.5%	2
85) O=C(CCc1nnc(-c2ccccc2)o1)c1ccc(Cl)cc1
→ -0.9%	-8
86) c1ccc(Cn2c(Sc3nnnn3-c3ccccc3)nnc2-c2ccccc2)cc1
→ 0.6%	-7
87) Cc1cccc(C(=O)O/N=C2\CCCc3ccccc32)c1
→ -2.9%	-18
88) COc1cc2nc(C3CCC3)n(NC(=O)C3CCCC(OC)C3)c(=O)c2cc1OC (stereo unspecified)
→ 6.8%	.
89) Cc1nc(S/C(=C/c2ccc(-c3ccc(C(=O)O)cc3)o2)C(=O)O)n[nH]1
→ 11%	10
90) Cc1cc(Cl)ccc1OCCCC(=O)N1CCN(C)CC1
→ 3.3%	11
91) COc1ccc(C)cc1S(=O)(=O)N1CCCC(C(=O)NCC2CCCO2)C1 (stereo unspecified)
→ -0.2%	.
92) CC(C)OC(=O)C1CC(C)(O)C(=O)C(C(=O)OC(C)C)C1c1ccc([N+](=O)[O-])cc1 (stereo unspecified)
→ -1.9%	1
93) Cc1c(C(=O)N2CCN(c3ncccn3)CC2)sc2nc3n(c(=O)c12)CCCC3
→ 10%	18
94) COc1cc(C2NC(=S)NC(c3ccccc3)=C2C(C)=O)cc(Br)c1OCC(N)=O (stereo unspecified)
→ 1.5%	14
95) CCOC(=O)CNC1CC(=O)N(c2cccc(Cl)c2)C1=O (stereo unspecified)
→ -3.9%	-1
96) CCOc1ccc(N2C(=O)CC(Sc3ccccc3C(=O)O)C2=O)c([N+](=O)[O-])c1 (stereo unspecified)
→ -2.3%	5
97) c1ccc(Nc2nc(N3CCCC3)nc(N3CCCC3)n2)cc1
→ 3.5%	-7
98) O=C(NNC(=O)c1sccc1-n1cccc1)c1ccc(F)cc1
→ -1.1%	.
99) C[n+]1ccccc1N1CCN(c2ccccc2Cl)CC1
→ 4.1%	4
100) COc1cc2c(cc1NC(=S)NC(=O)c1c(OC)cccc1OC)oc1ccccc12
→ 2.5%	-5

One compound at a time, from the list above.
N#Cc1nc(-c2ccc(Cl)cc2)oc1N1CCCCC1 across the screens: M. tuberculosis GlmU = -2.2%; RmlCD inh 1536 = 8
COCCNC(=O)c1ccc(-n2c(SCc3cccnc3)nc3ccccc3c2=O)cc1 across the screens: M. tuberculosis GlmU = 4.3%; RmlCD inh 1536 = -11

(list continues)
Below each SMILES – M. tuberculosis GlmU	RmlCD inh 1536
101) O=C(C1=C(O)/C(=C/c2ccc(O)cc2)CCC1)C(F)(F)F
→ 0.4%	.
102) CC(C)N(CC#CCC1(O)c2ccccc2-c2ccccc21)C(C)C
→ -3.4%	9
103) C[N+](C)(C)CCN(Cc1ccc(Cl)cc1)c1ccccn1
→ 6.7%	.
104) O=C(C1CCC(=O)N1Cc1ccccc1Cl)N1CCN(c2ccc(F)cc2)CC1 (stereo unspecified)
→ 1.4%	.
105) CC(=O)Nc1nccc(-c2cc(-c3ccccc3)no2)n1
→ 4.4%	-7
106) CCOC(=O)CSc1nc2sc(C)c(C)c2c(=O)n1N
→ 0.5%	1
107) COc1ccc(CC(=O)N2CC3(C)CC2CC(C)(C)C3)cc1OC (stereo unspecified)
→ -4.7%	.
108) COc1ccc(CCNc2oc(COc3ccc(Br)cc3)nc2C#N)cc1OC
→ 3.0%	-8
109) Cc1ccc(N2CC(C(=O)Nc3ccc4c(c3)OCCO4)CC2=O)cc1 (stereo unspecified)
→ 2.1%	-12
110) Cc1cccc(NC(=O)COc2ccccc2C)n1
→ 4.1%	.
111) CCCn1c(=O)c(C(=O)Nc2ccccc2C(=O)OC)c(O)c2ccccc21
→ 3.0%	-7
112) CC(/C=N/NC(=O)c1cc(C2CC2)[nH]n1)=C\c1ccccc1
→ 2.3%	5
113) CCOC(=O)c1cnc(SCc2ccccc2)nc1N
→ 0.7%	.
114) CCOCCCNS(=O)(=O)c1ccccc1
→ -2.0%	.
115) CCOC(=O)Nc1ccc2c(c1)N(C(=O)CCN1CCN(C)CC1)c1ccccc1S2
→ -1.6%	1

Taken from above:
no. 108 @ M. tuberculosis GlmU = 3.0%
no. 106 @ RmlCD inh 1536 = 1
no. 114 @ M. tuberculosis GlmU = -2.0%
no. 105 @ M. tuberculosis GlmU = 4.4%
